# CHO parental Ca – signal in parental CHO cells, OX1R antagonist counter-screen | parental CHO-K1, ATP-induced calcium, Fluo-8 fluorescence | inhibition, % at 5.6 µM | 330,000 compounds, 0.63% hits;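 active = inhibition above that plate's mean sample inhibition plus 3 SD, cut at about 26% in these data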;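 also: 0% = ATP-challenged DMSO wells and 100% = DMSO wells without ATP; some compounds past the cut are filed as inactive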
#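 Material – parental CHO cells · Reagent – ATP stimulus · Compound – single nominal dose of 5.6 µM per compound · Detection – Fluo-8 fluorescence · Read-out basis – percent inhibition of calcium signal · Controls – ATP-challenged DMSO wells low, unchallenged DMSO wells high · Repeats – no replicates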
# CHO-K1 Ca ag – nonselective activator or artifact in parental CHO-K1 cells; activation, % at 3 µM; 360,000 compounds, 0.48% hits; Fluo-8 calcium fluorescence; scaled to maximal ATP response, vehicle zero; in the data active = activation above about 15%;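 also: untransfected CHO-K1 host cells lacking M1 receptor as counterscreen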
# TAAR1 agonist – human TAAR1 agonism. Q96RJ0. CHO RD-HGA16 TAAR1, Fluo-8 calcium fluorescence; vehicle wells 0%, saturating PEA agonist 100%. activation, % at 3 µM. 360,000 compounds, 0.99% hits. AID 624467;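 active = activation above the mean activation of all test compounds in the run plus 3 SD, cut at about 38% in these data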
# Target sequence (Q96RJ0 whole entry, looked up): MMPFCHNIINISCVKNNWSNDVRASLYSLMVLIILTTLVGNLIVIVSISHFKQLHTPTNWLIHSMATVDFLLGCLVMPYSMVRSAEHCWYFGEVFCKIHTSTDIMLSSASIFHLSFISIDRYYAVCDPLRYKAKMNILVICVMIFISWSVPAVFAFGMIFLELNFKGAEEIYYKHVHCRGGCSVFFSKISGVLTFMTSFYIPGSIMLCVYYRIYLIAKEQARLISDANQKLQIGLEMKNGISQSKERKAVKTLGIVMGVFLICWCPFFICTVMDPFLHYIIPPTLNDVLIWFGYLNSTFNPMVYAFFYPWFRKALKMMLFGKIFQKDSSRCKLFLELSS
#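 Test system: RD-HGA16 (CHO) cells co-expressing Gα16 and hTAAR1 / Benchmarks: DMSO vehicle as 0%, PEA at EC100 as 100% / Repeats: no replicates (n 1) / Measure: % activation from peak over basal fluorescence ratio, DMSO-to-PEA scaled / Timing: 17-24 h plating, Fluo-8 75 min 37 °C, 30 min RT / Technique: kinetic Fluo-8 calcium fluorescence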
# CHRM1 antagonist – human CHRM1 antagonism | CHO-K1 hM1, Fluo-8 calcium fluorescence, ACh EC80 antagonist | inhibition, % at 3 µM | 360,000 compounds, 1.3% hits | AID 588852;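 active = percent inhibition above its own plate's cutoff, namely the mean of that plate's compound wells plus 3 SD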;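 also: peak over basal fluorescence ratio during 140 s after agonist addition; 0% = ACh EC80 plus DMSO and 100% = DMSO alone without agonist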
# Target sequence (P11229 whole entry, looked up): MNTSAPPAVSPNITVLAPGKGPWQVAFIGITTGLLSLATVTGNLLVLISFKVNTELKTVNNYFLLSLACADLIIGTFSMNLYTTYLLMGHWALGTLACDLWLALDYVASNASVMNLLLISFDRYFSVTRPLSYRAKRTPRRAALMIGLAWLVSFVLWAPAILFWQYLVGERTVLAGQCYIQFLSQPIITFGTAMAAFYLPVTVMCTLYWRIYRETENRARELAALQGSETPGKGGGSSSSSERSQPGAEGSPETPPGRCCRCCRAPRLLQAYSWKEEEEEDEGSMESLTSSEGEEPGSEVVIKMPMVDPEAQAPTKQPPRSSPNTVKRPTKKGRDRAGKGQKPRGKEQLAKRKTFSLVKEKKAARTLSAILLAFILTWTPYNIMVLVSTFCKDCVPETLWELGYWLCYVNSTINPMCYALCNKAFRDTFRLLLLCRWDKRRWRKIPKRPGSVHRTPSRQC
# CHO-K1 Ca PAM – M1 PAM counterscreen hit in parental CHO-K1 cells | ATP EC20, Fluo-8 calcium fluorescence; 0% at ATP EC20, 100% at ATP max | activation, % at 3 µM | 360,000 compounds, 0.02% hits | AID 602247;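 active = activation above the run cutoff, the mean activation of all test compounds plus 3 SD, cut at about 40% in these data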;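 also: peak over basal fluorescence ratio in a 140 s read after ATP addition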
# M1 ag – human M1 muscarinic receptor agonism; 360,000 compounds, 0.33% hits; activation, % at 3 µM; AID 588814; CHO-K1 hM1, Fluo-8 calcium fluorescence, agonist mode; 0% DMSO, 100% acetylcholine EC100; P11229;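 active = activation above the run's mean compound activation plus 3 SD, cut at about 16% in these data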;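 also: peak over basal fluorescence ratio within a 140 s kinetic read after compound addition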
# CHO-K1 Ca antag – counter-screen for M1 antagonists: effect in parental CHO-K1 cells. ATP-induced calcium, Fluo-8 fluorescence. inhibition, % at 3 µM. 360,000 compounds, 0.6% hits;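 active = inhibition above a per-plate cutoff, the plate's mean sample inhibition plus 3 SD, cut at about 24% in these data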;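 also: 0% = DMSO plus EC80 ATP and 100% = DMSO alone without ATP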
# TAAR1 antag – human TAAR1 antagonism | Q96RJ0 | CHO RD-HGA16 TAAR1, Fluo-8 calcium fluorescence, antagonist | inhibition, % at 3 µM | 360,000 compounds, 1.5% hits | AID 624466;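 active = inhibition above a per-plate cutoff, the mean inhibition of test compounds on that plate plus 3 SD, cut at about 49% in these data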;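 also: 0% = DMSO plus EC80 beta-PEA response and 100% = DMSO alone without agonist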
#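 System: RD-HGA16 CHO cells with stable hTAAR1 and Gα16 | Probe or stimulus: EC80 β-phenethylamine stimulus | Dosing: 3 µM, single point | Times: Dye loading 75 min at 37 °C, then 30 min room temperature | Measured by: Fluo-8 calcium-sensitive fluorescence | Read-out basis: % inhibition of agonist calcium response | Replicates: n of 1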
# M1 PAM – human CHRM1 positive allosteric modulation; P11229; CHO-K1 hM1, Fluo-8 calcium fluorescence, ACh EC20; 0% = ACh EC20, 100% = maximal ACh; activation, % at 3 µM; 360,000 compounds, 0.088% hits; AID 588819; in the data active = activation above about 19%, passing the limit was not always enough
# The depositor's hits bear a star; x = no result given. Not a hit list; any-hit rate near 4.4%.
# The first four compounds (preview)
SMILES,CHO parental Ca,CHO-K1 Ca ag,TAAR1 agonist,CHRM1 antagonist,CHO-K1 Ca PAM,M1 ag,CHO-K1 Ca antag,TAAR1 antag,M1 PAM
CCOC(=O)C(NCc1ccccc1)(NC(=O)c1ccccc1)C(F)(F)F (stereo not drawn),0,-0.1,17,-6,10,-4,1,12,4
CCOc1cccc(OCCOCCn2cnc3ccccc3c2=O)c1,-3,1.3,9,-27,18,-2,-10,8,9
O=C(CCCN1C(=O)c2cccc3cccc(c23)C1=O)N1CCN(c2ccccn2)CC1,-37,4.8,11,8,8,-11,-9,2,-5
COc1ccc(S(=O)(=O)N2CCN(c3ncccn3)CC2)cc1,1,5.7,1,12,10,-3,-5,-8,-7

# This part in full, previewed entries included:
SMILES,CHO parental Ca,CHO-K1 Ca ag,TAAR1 agonist,CHRM1 antagonist,CHO-K1 Ca PAM,M1 ag,CHO-K1 Ca antag,TAAR1 antag,M1 PAM
CCOC(=O)C(NCc1ccccc1)(NC(=O)c1ccccc1)C(F)(F)F (stereo not drawn),0,-0.1,17,-6,10,-4,1,12,4
CCOc1cccc(OCCOCCn2cnc3ccccc3c2=O)c1,-3,1.3,9,-27,18,-2,-10,8,9
O=C(CCCN1C(=O)c2cccc3cccc(c23)C1=O)N1CCN(c2ccccn2)CC1,-37,4.8,11,8,8,-11,-9,2,-5
COc1ccc(S(=O)(=O)N2CCN(c3ncccn3)CC2)cc1,1,5.7,1,12,10,-3,-5,-8,-7
CN(C)CCCNc1nc2cc(-c3ccccc3CO)sc2c(=O)n1C,x,0.4,3,-15,18,-3,-20,-39,9
O=C(c1cccc(C(F)(F)F)c1)N1CCOc2ccccc21,-6,-0.3,-4,-1,-2,-6,-18,-11,5
COC(=O)C(C)n1nc(C)n(-c2ccc(C)cc2)c1=O (stereo not drawn),-3,0.0,7,2,-6,-5,2,-9,0
COC(=O)/C(=C/c1cccc([N+](=O)[O-])c1)NC(=O)c1ccc(OC)cc1,-8,1.0,0,-7,7,-5,0,11,8
CC(=O)c1cc(C#N)c(SCC(=O)OC(C)(C)C)nc1C,-26,0.2,3,-6,9,-4,-4,-31,-7
COc1ccc(C(CNC(=O)CCNC(=O)c2ccccc2Cl)N2CCCC2)cc1 (stereo not drawn),-13,0.0,1,-6,13,-7,-20,-19,7
CC(C)(CC(=O)O)CC(=O)O,3,0.0,10,13,-6,-2,1,7,-4
O=c1c2[nH]cnc2n(-c2ccccc2)c(=O)n1Cc1ccccc1,-15,-0.2,0,-7,-18,-2,-12,-8,-1
CC(NC(=O)C(=O)N/N=C\c1ccc([N+](=O)[O-])cc1)c1ccccc1 (stereo not drawn),-6,-0.1,-1,-2,5,-12,-13,-5,8
Cn1c2c(c(=O)n(C)c1=O)CN(Cc1ccccc1)CN2,x,0.2,3,0,7,1,-6,-16,0
Cc1ccc([C@@H]2CC=C(C(=O)O)[C@H](c3ccc(Cl)cc3)N2S(=O)(=O)c2ccccc2C)cc1,-6,0.8,0,-13,16,-7,-12,23,6
CCOc1ccc(NC(=O)COc2ccc(C(=O)NCC3CCCO3)cc2OC)cc1 (stereo not drawn),-25,1.9,2,2,19,-2,-22,6,4
Cc1ccccc1OS(=O)(=O)c1cn(C)c(=O)n(C)c1=O,5,-0.2,1,-7,-1,-2,-6,-24,6
Cn1cccc1C(=O)NNC(=O)COc1ccc(Br)cc1,-3,0.5,0,-13,15,-3,2,9,10
O=C(NCCCN1CCCC1=O)c1cn(-c2ccccc2)nc1-c1ccccc1,-8,1.3,2,-9,-19,-1,1,-1,13
C=CCN=Cc1c(C)[nH]n(-c2ccccc2)c1=O,-11,-0.2,0,-7,17,-6,-2,-12,3
C=CCOc1ccc(C=Nc2cccc(Cl)c2)c(O)c1,2,0.2,-3,-2,0,-5,7,4,-1
CCOC(=O)c1nn(-c2ccccc2Cl)c(=O)cc1OCC(=O)Nc1cccc(OC)c1,-5,1.3,1,2,5,1,-3,6,2
O=C(Nc1ccc2nc(N3CCOCC3)sc2c1)c1ccc(F)cc1,-13,1.5,3,-7,11,-1,-26,7,-5
COc1ccccc1C(=O)COC(=O)C1CCN(S(=O)(=O)c2ccc(C)c(C)c2)CC1,-15,0.3,-2,10,4,-5,-9,-32,-7
COc1ccc(S(=O)(=O)N2CCN=C2SCc2cccnc2)cc1,-2,0.1,5,5,-9,-7,15,-1,-7
# Continued:
SMILES,CHO parental Ca,CHO-K1 Ca ag,TAAR1 agonist,CHRM1 antagonist,CHO-K1 Ca PAM,M1 ag,CHO-K1 Ca antag,TAAR1 antag,M1 PAM
Clc1ccc(Cl)c(OCCCCN2CCNCC2)c1,-16,4.0,5,-3,6,-7,0,-12,-5
Cc1c(C)c2c(OCC(=O)Nc3ccc(CCO)cc3)cc3c(c2oc1=O)CCC(C)(C)O3,2,2.7,2,9,9,-7,3,51*,-10
COc1ccc(C(=O)N2CCN(c3ccccc3)CC2)cc1S(=O)(=O)NC1CC1,x,6.8,1,0,-4,-2,7,1,2
CCOC(=O)c1c(NC(=O)CN2CCN(C)CC2)sc(C(=O)Nc2ccccc2)c1C,-5,0.1,2,-4,18,-9,-12,7,11
CC1C(=O)N(Cc2ccc([N+](=O)[O-])cc2)c2ccccc2N1C(=O)c1c(F)cccc1F (stereo not drawn),-15,1.2,4,-17,-25,-2,10,25,14
COc1cccc(C2Nc3ccccc3C(=O)N2c2ccc(F)cc2)c1O (stereo not drawn),-6,0.1,2,-6,7,-3,1,-10,7
O=C(CCNC(=O)c1ccc(Br)cc1)NCc1ccncc1,-6,0.1,1,1,-3,0,1,-14,7
CC(=O)N1c2ccccc2C(CBr)=CC1(C)C,-13,4.8,2,13,11,-2,-1,-6,-9
CCCOP(=O)(OCCC)c1nc(-c2ccccc2)oc1NCc1ccccc1,-32,0.5,6,-9,27,-9,-14,-1,1
CCC1(c2ccccc2)NC(=O)N(CC(=O)Nc2ccccc2C(=O)NC2CCCC2)C1=O (stereo not drawn),-8,0.7,5,6,-16,0,3,-33,0
COc1cc(OC)cc(C(=O)Nn2cc(C(=O)N3CCN(C)CC3)c3ccccc3c2=O)c1,-7,-0.2,21,9,-7,-3,11,-7,1
CCOC(=O)c1c(C)n(C)c2ccc(OCC(O)CNC(CC)CO)cc12 (stereo not drawn),-21,2.9,0,4,4,-5,4,-9,-4
COCCOC(=O)c1c(C)oc2ccc(OC(=O)c3ccco3)cc12,-18,4.3,8,4,7,-6,-3,-4,-2
O=C(CSc1ncnc2nc[nH]c12)c1ccc2ccccc2c1,-2,7.4,23,2,4,1,-6,21,1
CCOC(=O)C1CCN(c2ccc(C(=O)O)cc2[N+](=O)[O-])CC1,-9,-0.3,1,3,-11,-1,22,-12,5
CC(=O)Nc1cccc(-c2ccnc3c2CC(C(=O)NCc2cccc(Cl)c2)O3)c1 (stereo not drawn),x,3.2,4,-19,5,3,-2,3,10
CC1(C)C2CCC(C2)C1(C)NC(=O)CN1CCOCC1 (stereo not drawn),-3,1.6,10,1,5,-4,12,3,-1
Cc1ccc(C(=O)OCC(=O)Nc2ncc(Cl)cc2Cl)cc1NC(=O)c1ccco1,-19,-0.4,2,-1,5,-5,-5,-1,3
CN(C)CCCn1c(=O)n(CCc2ccccc2)c(=O)c2c3c(sc21)CCCCC3,-24,6.8,12,36,4,-2,-2,-16,-15
O=S(=O)(Cc1ccccc1)N1CCN(c2ncccn2)CC1,-9,0.9,0,-12,-8,-3,-19,-10,14
COC(=O)c1ccc(NC(=O)CN2C(=O)CCC2=O)cc1,-12,0.4,8,-17,20,-2,-8,-6,10
Cn1cc(Br)c(C(=O)Nc2ncc(Br)s2)n1,-4,-0.1,-1,-7,17,-6,-4,12,10
Cc1ccc2nc(N(CCCN(C)C)C(=O)c3ccc4c(c3)CCCC4)sc2c1,0,3.6,38*,21,15,-6,-5,20,-11
COc1ccccc1-n1nnnc1SCC(=O)NCC1(N2CCCCC2)CCCCC1,x,0.1,3,-13,19,-8,-15,2,12
Cc1cc(C)n(CC(=O)NNC(=O)CCCOc2ccc(Cl)cc2C)n1,-11,2.1,1,-3,3,-1,-9,-7,0
CCc1cc2c(SCC#N)ncnc2s1,-14,-0.2,-1,-8,20,-14,-5,4,13
COc1ccc(S(=O)(=O)N2CCCC2CNC(=O)C(=O)NCc2ccccc2)cc1 (stereo not drawn),-3,0.9,1,2,3,-2,2,-4,-1

# Molecules shown so far with a CF3 group (two):
SMILES,CHO parental Ca,CHO-K1 Ca ag,TAAR1 agonist,CHRM1 antagonist,CHO-K1 Ca PAM,M1 ag,CHO-K1 Ca antag,TAAR1 antag,M1 PAM
CCOC(=O)C(NCc1ccccc1)(NC(=O)c1ccccc1)C(F)(F)F (stereo not drawn),0,-0.1,17,-6,10,-4,1,12,4
O=C(c1cccc(C(F)(F)F)c1)N1CCOc2ccccc21,-6,-0.3,-4,-1,-2,-6,-18,-11,5

# Screening data as filed in PubChem.
